# Assay outcomes: PubChem, National Center for Advancing Translational Sciences (NCATS)
# B2AR arrestin = qHTS assay of beta-arrestin-biased ligands of beta2-adrenergic receptor | AID 492947, 2010 | beta-arrestin recruitment to beta2AR, cell-based reporter | hit rate 0.02% among 330,000 | Beta-2 adrenergic receptor (Homo sapiens), P07550 | Potency, µM (series often up to 46.1 µM), without a hit: at the highest dose activation, actives largely listed as activators;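 note: potency is the fitted concentration of half-maximal effect; 0% = DMSO controls and full agonism = EC100 isoproterenol or metaproterenol; nearly all actives have a fitted effect of over 65% in size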
# Target sequence (P07550 whole entry, looked up): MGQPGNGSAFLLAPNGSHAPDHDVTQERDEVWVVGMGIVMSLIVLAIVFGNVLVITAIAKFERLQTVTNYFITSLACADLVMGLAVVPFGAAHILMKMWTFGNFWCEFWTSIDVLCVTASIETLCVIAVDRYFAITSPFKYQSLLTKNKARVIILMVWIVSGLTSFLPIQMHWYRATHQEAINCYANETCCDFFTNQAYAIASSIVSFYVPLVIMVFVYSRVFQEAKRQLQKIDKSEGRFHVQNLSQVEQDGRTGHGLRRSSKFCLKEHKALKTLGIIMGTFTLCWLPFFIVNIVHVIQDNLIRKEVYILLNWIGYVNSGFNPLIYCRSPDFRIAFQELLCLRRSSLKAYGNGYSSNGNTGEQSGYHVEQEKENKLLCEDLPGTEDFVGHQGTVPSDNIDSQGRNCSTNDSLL
# TSG101-PTAP inh = qHTS Assay for Iinhibitors of HIV-1 Budding by Blocking the Interaction of PTAP/TSG101; Fluorescence polarization, FITC-PTAP peptide / Tsg101 binding; AID 493005, 2010; Tumor susceptibility gene 101 protein (Homo sapiens), Q99816; 340,000 tested, under 10 active; Potency, µM (highest dose often 115 µM), without a hit: at the top dose activity change, negative = inhibition, usual class: inhibitors; active = well fitted inhibition curve with a large enough effect in the main read-out, with a control signal flat, not every such curve was filed as active; inconclusive = small, poorly fitted or top-dose-only effect, or effect the other way, or a change in a side signal; inactive = no such curve, though single readings can be large or run the other way; note: potency is the fitted concentration of half-maximal effect; % of control where 0% means no effect
#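 Fluorescence anisotropy tracks displacement of a FITC-tagged PTAP peptide (50 nM) from the Tsg101 binding domain (10 uM), following a 20 min room-temperature incubation at pH 7.5.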
# Chronic BCR inh = qHTS Assay to Find Inhibitors of Chronic Active B-Cell Receptor Signaling; ABC-DLBCL IkBa-CBG/CBR reporter, luminescence ratio, 4 h; Potency, µM (top dose mostly 46.1 µM), inactives show at the top dose ratio change, negative = lower green/red ratio, actives largely listed as inhibitors; hit rate 0.05% among 340,000; AID 493014, 2011; active = well fitted inhibition curve with a large enough effect in the signal ratio, with a control signal flat, not every such curve was filed as active; inconclusive = small, poorly fitted or top-dose-only effect, or effect the other way, or a change in a side signal; the % refers to the signal ratio;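 note: potency is the fitted concentration of half-maximal effect; plate controls were basal doxycycline-induced cells for no effect and cells given 10 µM MG132 for full effect; MG132 reads +100%, hits lower the ratio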
#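 TMD8 human ABC-DLBCL cells with doxycycline-inducible IκBα–green luciferase fusion and unfused red luciferase, in 0.5% FBS medium; compounds up to 46 uM, 4 h at 37C. Green/red luminescence ratio, filter-overlap corrected, fitted to concentration-response curves.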
# TSHR antag = Antagonists of the Thyroid Stimulating Hormone Receptor: HTS campaign. Thyrotropin receptor (Homo sapiens), P16473. TSHR-expressing cells, TSH-stimulated cAMP HTRF, 2 h; active compounds read low. activity change, negative = inhibition, % at 11.5 µM. hit rate 0.2% among 330,000. AID 504810, 2011;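 active = activity change below a set negative limit, meaning inhibition stronger than a set level, cut at about -70% in these data; inconclusive = activity change between two set negative limits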; note: % is set by controls: 0 for no effect and ±100 for the full control effect
#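 TSHR-expressing cells were treated with compounds, then stimulated with TSH at EC80 (4nM final) for 2 hours at 37 deg C. Cellular cAMP was measured by HTRF competition between lysate cAMP and cAMP-d2 for a cryptate-labelled anti-cAMP antibody.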
# ELG1 repair inh = qHTS screen for small molecules that inhibit ELG1-dependent DNA repair in human embryonic kidney (HEK293T) cells expressing luciferase-tagged ELG1. AID 504467, 2011. HEK293T ELG1-luciferase reporter, luminescence, 16 h; DNA damage induced by 5-fluorouridine. hit rate 2.3% among 330,000. Potency, µM (highest dose often 46.1 µM), without a hit: top-dose activity change, negative = inhibition, most hits filed as inhibitors; note: potency is the fitted concentration of half-maximal effect; % is set by controls: 0 for no effect and ±100 for the full control effect; nearly all actives have a fitted effect of over 55% in size
#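 In this reporter screen, reduction of luminescence relative to DMSO vehicle indicated activity. Compounds and 5-fluorouridine were added together to 2,000 cells per well, incubated for 16 hr at 37 °C, then developed with ONE-Glo.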
# Mito fusion act = qHTS Assay for Small Molecule Inhibitors of Mitochondrial Division or Activators of Mitochondrial Fusion; hit rate 0.23% among 320,000; S. cerevisiae fusion-defective mutant growth rescue, CellTiterGlo 48 h; Potency, µM (titrated, usually from 46.1 µM), for inactives: at the highest dose growth rescue (activation), most hits filed as activators;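 note: potency is the fitted concentration of half-maximal effect; % of control where 0% means no effect; nearly all actives have a fitted effect of over 45% in size; temperature-sensitive fusion mutants such as fzo1-1 at 37 °C on non-fermentable ethanol glycerol medium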
#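 Growth-rescue viability read-out: after 48 h at the non-permissive 37C in glycerol/ethanol YPEG, yeast mitochondrial fusion mutants are measured by CellTiterGlo luminescence; compounds (23 nl pinned per well) restoring growth score as division inhibitors or fusion activators.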
# TCR act = Activators of T cell receptors: qHTS campaign. primary human leukocytes, anti-CD3, IL-2 HTRF, 48 h. Potency, µM (titrated, usually from 9.22 µM), without a hit: top-dose activation of IL-2 secretion, hits mostly activators. 330,000 tested, under 10 active. AID 504894, 2011; note: % of control where 0% means no effect
#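 1) Mix primary human leukocytes, a-CD3 beads and compound. 2) Incubate 48 hr. 3) Add HTRF IL-2 reagents (a-IL-2-K, a-IL-2-d2).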
# USP2a inh = qHTS Assay for Inhibitors of Ubiquitin-specific Protease USP2a Using CHOP2 as the Reporter; hit rate 0.01% among 330,000; Ubiquitin carboxyl-terminal hydrolase 2 (Homo sapiens), O75604; USP2 core, Ub-CHOP2 coupled fluorogenic reporter, 485/531; Potency, µM (doses to about 38.3 µM), without a hit: top-dose activity change, negative = inhibition, most hits filed as inhibitors;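 note: potency is the fitted concentration of half-maximal effect; plate controls were DMSO wells for no effect and full inhibition by NEM control for full effect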
#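 USP2 core (10nM final) preincubated 30min RT with compound in 20mM Tris-HCl pH 8.0, 2mM CaCl2, 2mM beta-mercaptoethanol, 0.05% CHAPS; 25nM Ub-CHOP2 plus 25nM reporter substrate added, fluorescence (Ex485/Em531) read after 60min.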
# Tb PFK block = qHTS Assay to Find Inhibitors of T. brucei phosphofructokinase | T. brucei PFK, ADP-Glo luminescence | Potency, µM (highest dose often 57.5 µM), for inactives: top-dose activity, negative = inhibition, hits mostly inhibitors | hit rate 0.17% among 330,000 | AID 485367, 2010;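 note: potency is the fitted concentration of half-maximal effect; 0% = uninhibited 1x PFK enzyme wells and -100% = no-enzyme wells; nearly all actives have a fitted effect of over 60% in size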
# Target sequence (O15648 whole entry, looked up): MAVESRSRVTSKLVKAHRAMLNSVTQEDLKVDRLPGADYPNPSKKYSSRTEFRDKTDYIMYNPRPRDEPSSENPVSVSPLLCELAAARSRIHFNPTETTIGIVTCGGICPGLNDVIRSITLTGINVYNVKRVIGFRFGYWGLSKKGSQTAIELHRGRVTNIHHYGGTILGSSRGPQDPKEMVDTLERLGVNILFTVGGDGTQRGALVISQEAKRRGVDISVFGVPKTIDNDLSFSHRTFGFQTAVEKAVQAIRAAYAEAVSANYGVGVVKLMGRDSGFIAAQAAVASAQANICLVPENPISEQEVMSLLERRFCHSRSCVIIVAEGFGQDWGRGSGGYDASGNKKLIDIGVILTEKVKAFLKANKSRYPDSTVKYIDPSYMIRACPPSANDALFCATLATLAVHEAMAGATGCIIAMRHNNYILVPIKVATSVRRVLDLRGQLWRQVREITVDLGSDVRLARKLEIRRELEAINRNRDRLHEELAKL
#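 In TEA buffer at pH 8.0 with 5 mM MgCl2, enzyme (1.25 nM) converted F6P (0.5 mM) and ATP (0.1 mM) for 45 min at room temperature. ADP product was read by luciferase luminescence.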
# uPA generation = qHTS for Inhibitors of Cell Surface uPA Generation; cell surface uPA generation assay, qHTS; Potency, µM (highest dose often 38.3 µM), for inactives: at the top dose activity change, negative = inhibition, most hits filed as inhibitors; hit rate 0.31% among 330,000; active = well fitted inhibition curve with a large enough effect; inconclusive = small, poorly fitted or top-dose-only effect; inactive = no such curve, though single readings can be large or run the other way; tested in mouse RAW 264.7 cells; note: potency is the fitted concentration of half-maximal effect; % is set by controls: 0 for no effect and ±100 for the full control effect; nearly all actives have a fitted effect of over 55% in size
# Eya2 inh = qHTS Assay for Inhibitors of the Phosphatase Activity of Eya2; recombinant Eya2, OMFP fluorescence dephosphorylation (OMFP is methylfluorescein phosphate); Potency, µM (top dose mostly 76.9 µM), inactives show top-dose activity, negative = inhibition, hits mostly inhibitors; hit rate 0.006% among 330,000; note: potency is the fitted concentration of half-maximal effect; % is set by controls: 0 for no effect and ±100 for the full control effect
#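 Eya2 protein (added as 0.2 uM solution) was preincubated with compound for 10 min at ambient temperature in 50 mM HEPES pH 7.5, 50 mM NaCl, 5 uM MgCl2, 0.05% BSA, 1 mM DTT. OMFP (added at 50 uM) then reacted 10 min; fluorescence read at 485/525 nm.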
# * = called active by the depositor; ? = inconclusive; · = no result given; [ ] = another dose, or the depositor's remark. Unless noted, calls come from the whole dose curve; as a rule, active = well fitted curve in the direction sought with a large enough effect; inconclusive = small, poorly fitted or top-dose-only effect, or another doubt; inactive = no such curve, though single readings can be large; an effect the other way counts as inactive or inconclusive.
# The first 2 records (preview)
SMILES,B2AR arrestin,TSG101-PTAP inh,Chronic BCR inh,TSHR antag,ELG1 repair inh,Mito fusion act,TCR act,USP2a inh,Tb PFK block,uPA generation,Eya2 inh
O=[N+]([O-])c1ccc2c(c1)nc1n2CCN(C2CCCCC2)C1,0.1%,-1%,-2%,-9,?,-5%,-1%,1%,4%,0%,-5%
COC(=O)c1c(N2C(=O)[C@H]3[C@@H](C2=O)[C@]2(C(=O)Nc4c(C)cc(C)cc42)N2CCC[C@@H]32)sc(C)c1C,1.1%,1%,?,3,-25%,-8%,·,-10%,1%,0%,-2%

# The listing, from the first entry:
SMILES,B2AR arrestin,TSG101-PTAP inh,Chronic BCR inh,TSHR antag,ELG1 repair inh,Mito fusion act,TCR act,USP2a inh,Tb PFK block,uPA generation,Eya2 inh
O=[N+]([O-])c1ccc2c(c1)nc1n2CCN(C2CCCCC2)C1,0.1%,-1%,-2%,-9,?,-5%,-1%,1%,4%,0%,-5%
COC(=O)c1c(N2C(=O)[C@H]3[C@@H](C2=O)[C@]2(C(=O)Nc4c(C)cc(C)cc42)N2CCC[C@@H]32)sc(C)c1C,1.1%,1%,?,3,-25%,-8%,·,-10%,1%,0%,-2%
C=CC[C@@H](Cc1ccc(F)cc1)C(=O)OC[C@@H]1CCCN1C(=O)[C@@H](CC=C)CC(=O)NCCO,-0.1%,·,0%,2,4%,·,-1%,1%,-4%,1%,-12%
Cc1cc(C)c(C)c(OCCOCCN2CCOCC2)c1,-0.2%,-10%,10%,4,6%,-2%,-3%,0%,-3%,6%,24%
COc1ccccc1OCc1nnc(SCC(=O)NCc2ccco2)n1Cc1ccco1,-0.2%,-3%,-1%,-8,-3%,3%,-1%,1%,?,9%,1%
COC(=O)CSc1nc(N)c(C#N)c(-c2ccco2)c1C#N,-0.7%,0%,?,-1,11%,2%,0%,1%,5%,-2%,-16%
O=C(O)c1ccccc1CSc1ncccc1C(=O)O,-0.7%,1%,8%,-3,0%,1%,-9%,2%,0%,-1%,12%
Cc1ccc(C(=O)NCC(=O)OC(C)C(=O)Nc2ccccc2[N+](=O)[O-])s1 (configuration not stated),-0.5%,-4%,3%,-13,12%,·,4%,-1%,1%,-2%,-12%
CC(=O)OCC1OC(n2ncc(=O)n(Cc3ccccc3)c2=O)C(OC(C)=O)C1OC(C)=O (configuration not stated),-0.1%,9%,7%,4,13%,-6%,-16%,0%,-3%,-7%,4%
COC(=O)c1ccc(Cn2nc(-c3ccc(C)c(C)c3)ccc2=O)cc1,-1.1%,0%,?,-7,?,-44%[inhibitor],-9%,1%,-3%,0%,-2%
O=C(Oc1ccccc1)c1cccc(N2C(=O)CCC2=O)c1,0.4%,-9%,-1%,-1,0%,4%,-6%,1%,1%,14%,16%
CCOc1ccc(C(=O)Nc2c3c(nn2-c2ccc(C)cc2)CS(=O)C3)cc1OCC (configuration not stated),0.3%,-1%,?,5,?,-5%,-3%,3%,-3%,20%,13%
COc1ccc(NCC(=O)N/N=C/C=C\c2ccccc2)cc1,-2.0%,-2%,-11%,8,14%,2%,-1%[46.1 µM],2%,0%,-1%,0%
CC(=O)Nc1cccc(C(=O)NNC(=O)c2ccccc2-n2cccc2)c1,3.2%,-4%,0%,11,-1%,-2%,-2%,-1%,3%,4%,18%
COc1ccc(NS(=O)(=O)c2ccc(NC(=O)c3ccccc3)cc2)nn1,-0.1%,-12%,-5%,-12,3%,-9%,2%,0%,-4%,1%,6%
CCN(C(=O)CSc1cc(C)c2cccc(C)c2n1)C1CCS(=O)(=O)C1 (configuration not stated),-0.1%,1%,-5%,4,7%,-2%,8%,-1%,-3%,-2%,-1%
O=C(Cc1ccc(Cl)cc1Cl)NCc1cccnc1,0.2%,-1%,6%,2,?,0%,-3%,1%,-20%,-1%,10%
CCNC(=O)CC1C(=O)N(c2ccccc2)C(=O)N1CCOC (configuration not stated),-2.1%,-2%,?,-4,-5%,-3%,3%,2%,3%,2%,-3%
Cc1cc(C(=O)CCC(=O)Nc2ncccc2O)c(C)s1,-2.1%,-9%,?,-1,20%,-7%,6%,-1%,1%,1%,-2%
O=C(Cc1ccccc1)Nc1cccc(N2CCCC2)c1,-0.1%,-4%,?,1,8%,-1%,3%,?,0%,-1%,-14%
CCn1c(=O)c(C(=O)NCCCc2ccccc2)c(O)c2ccccc21,-0.6%,-7%,-2%,-8,4%,4%,4%,0%,3%,-1%,-26%
O=C(NCCN1CCN(C(=O)c2cccc([N+](=O)[O-])c2)CC1)C(=O)NCc1ccc(Cl)cc1,-1.0%,·,0%,-4,?,1%,-8%,3%,1%,13%,14%
CC(C)N(Cc1cc2ccccc2[nH]c1=O)C(=O)c1cccc([N+](=O)[O-])c1,-0.4%,-2%,?,5,0%,2%,0%,2%,-1%,0%,?
Cc1nc(N2CCCCC2)c2sc(=S)n(C)c2n1,-0.6%,0%,5%,-5,4%,7%,7%,-1%,-1%,3%,1%
CCCC(C(=O)NCCc1ccc(S(N)(=O)=O)cc1)c1ccccc1 (configuration not stated),0.5%,-8%,7%,7,12%,-5%,2%,1%,-6%,0%,-3%
Cc1cc(C(=O)NNC(=O)CCC2CCCCC2)c(C)o1,0.1%,-3%,-5%,-1,2%,0%,-1%,2%,1%,-3%,7%
CCN(CC)C(=O)c1ccc(Oc2ccc([N+](=O)[O-])cc2Cl)cc1,0.0%,-2%,?,0,?,14%,-27%,-2%,0%,8%,-13%
Cc1cc(C)cc(C(=O)/C=C2\NC(=O)CS2)c1,0.3%,0%,?,·,0%,-4%,0%,5%,3%,-3%,-4%
COc1c(O)ccc(C2NC(=O)NC(C)=C2C(=O)Nc2ccccc2C)c1[N+](=O)[O-] (configuration not stated),-0.1%,-4%,6%,4,13%,-1%,-4%,2%,1%,6%,12%
Cn1c(NC(=O)CCc2ccccc2)cc(=O)n(C)c1=O,0.4%,0%,18%,3,?,2%,-3%,-2%,0%,?,7%
COC(=O)C1CCN(c2nc3ccccc3nc2C(C#N)C(=O)NCCc2ccccc2)CC1 (configuration not stated),0.3%,-16%,?,31,1%,2%,-1%,-2%,-2%,1%,-13%
Cc1ccc(NC(=O)CCC(=O)N2CCOc3ccccc32)c(Cl)c1,0.6%,2%,6%,29,2%,6%,4%,-5%,-2%,8%,-4%
CCn1c(=O)c2ccccc2n(Cc2cccc([N+](=O)[O-])c2)c1=O,-0.4%,-6%,1%,-6,0%,4%,4%,-1%,-1%,-6%,-5%
COc1ccc(CC(C)CC(=O)Nc2ccc(OC)cc2)cc1 (configuration not stated),-0.1%,-2%,-10%,-3,-10%,-8%,-14%,-1%,3%,-8%,8%

# Full records, looked up by structure:
# COc1ccc(CC(C)CC(=O)Nc2ccc(OC)cc2)cc1 (configuration not stated) in the list: B2AR arrestin: -0.1%; TSG101-PTAP inh: -2%; Chronic BCR inh: -10%; TSHR antag: -3; ELG1 repair inh: -10%; Mito fusion act: -8%; TCR act: -14%; USP2a inh: -1%; Tb PFK block: 3%; uPA generation: -8%; Eya2 inh: 8%
# COC(=O)C1CCN(c2nc3ccccc3nc2C(C#N)C(=O)NCCc2ccccc2)CC1 (configuration not stated) in the list: B2AR arrestin: 0.3%; TSG101-PTAP inh: -16%; Chronic BCR inh: ?; TSHR antag: 31; ELG1 repair inh: 1%; Mito fusion act: 2%; TCR act: -1%; USP2a inh: -2%; Tb PFK block: -2%; uPA generation: 1%; Eya2 inh: -13%
